Assay outcomes as filed in PubChem BioAssay.
p53ts 32C kill = qHTS Screen for Compounds that Selectively Target Cancer Cells with p53 Mutations: Cytotoxicity of p53ts Cells at the Permissive Temperature; H1299-p53A138V at 32C, ATP luminescence viability, 24 h; 130,000 compounds, 0.93% hits; Potency, µM (doses to about 46.1 µM), for the others: at the top dose activity change, negative = cytotoxicity, actives largely listed as cytotoxic; AID 924, 2007;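 further: 0% = DMSO and -100% = full killing by reference compound; nearly all actives have a fitted effect of over 55% in size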
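ATP-content luminescence (ATPlite) read-out after 24 h compound exposure at 32C in H1299-p53A138V cells (600/well). Tested up to 46 uM. Normalized to DMSO (0%) and 100 uM tamoxifen (100% killing); Hill-fit AC50.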
p53ts 39C kill = qHTS Screen for Compounds that Selectively Target Cancer Cells with p53 Mutations: Cytotoxicity of p53ts Cells at the Nonpermissive Temperature; H1299-p53A138V viability at 39C, ATP luminescence, 24 h; Potency, µM (doses to about 46.1 µM), inactives show top-dose activity change, negative = cell killing, hits mostly cytotoxic; 130,000 compounds, 1.5% hits; AID 902, 2007; further: nearly all actives have a fitted effect of over 55% in size
IkB signaling = IkB Signaling; ABC-DLBCL IkBa-CBG/CBR dual luciferase ratio, 4 h; response scale: scaled: untreated 0%, proteasome inhibitor 100%; Potency, µM (titrated, usually from 57.1 µM), inactives show top-dose IkBa stabilization activation; 110,000 compounds, 0.04% hits; AID 445, 2006; active means well fitted curve in the direction sought with a large enough effect in the signal ratio, not every such curve was filed as active; inconclusive means small, poorly fitted or top-dose-only effect, or a change in a side signal; the % refers to the signal ratio;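 further: the direction sought is a rising ratio; 0% = basal untreated cells and 100% = reference inhibitor full response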
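Luminescence ratio of IκBα-fused green versus native red beetle luciferase in OCI-Ly3 cells, 4 h post-doxycycline with compound; red signal alone, scaled from basal (0%) to zero light (-100%), flagged nonspecific or cytotoxic effects.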
Peg3 imprint = qHTS Assay for Compounds that Induce Erasure of Genomic Imprints | mouse ES Peg3-LacZ reporter, beta-gal luminescence, 40 h | Potency, µM (top dose mostly 60.7 µM), without a hit: top-dose activity change, positive = activation, actives largely listed as activators | 110,000 compounds, 0.02% hits | AID 1948, 2009;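 further: 0% = negative control wells on the plate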
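Imprint erasure is scored as LacZ activity from the silenced maternal Peg3 allele in feeder-free female ES cells cultured 40 h with LIF. Luminescence is normalized to in-plate negative controls and fitted to the Hill equation.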
* marks the source's active call; other numbers are inactive results; u = inconclusive; x = not tested or not shown; [ ] = another dose, or the depositor's remark. Unless noted, the call rests on the fitted dose curve; in most records, active means well fitted curve in the direction sought with a large enough effect; inconclusive means small, poorly fitted or top-dose-only effect, or another doubt; inactive means no such curve, though single readings can be large; an effect the other way counts as inactive or inconclusive. Unless noted, on the % scale 0 is the no-effect control and ±100 the full control effect; potency means the concentration at half of the fitted maximal effect. Compounds as they come. Share with any hit: about 1.8%.

SMILES	p53ts 32C kill	p53ts 39C kill	IkB signaling	Peg3 imprint
Cc1cccc(NC(=O)c2cc(S(=O)(=O)NCc3ccc4c(c3)OCO4)ccc2F)c1C	-13%	u	0.3%	-14%[10.9 µM]
Cn1c(=O)c2c(nc(SCC(=O)OCc3ccccc3)n2C)n(C)c1=O	0%	-5%	0.3%	-1%
CC(C)NS(=O)(=O)c1cc(C(=O)O)ccc1Cl	-4%	4%	-0.2%	2%
Clc1cccc(Cl)c1COc1ccccn1	-3%	1%	-2.8%	-7%
CC(=O)c1ccc(NS(=O)(=O)c2ccccc2)cc1	15%	5%	1.0%	-8%
Cc1ccc(NC(=S)NCC2CCCO2)cc1C (configuration not stated)	11%	24%	x	x
Cc1ccc(NC(=O)c2ccccc2)s1	4µM*	7.9µM*	13%	-75%[inhibitor]
CC(=O)Nc1nonc1-c1nnc(SCC(=O)Nc2cc(C)cc(C)c2)n1-c1ccccc1	u	u	2.2%	-3%[10.9 µM]
CCOCCCNC(=O)CN1C(=O)CSc2cc(S(=O)(=O)N3CCCCCC3)ccc21	2%	15%	0.2%	-11%
CCCn1nnnc1SCC(=O)Nc1nnc(CC)s1	6%	6%	-0.2%	9%
CC(NC(=O)Cc1ccc(F)cc1)C(c1cccs1)N1CCN(C)CC1 (configuration not stated)	-5%	6%	2.0%	-14%
CC(=NCc1ccco1)c1c(C)[nH]n(-c2nc3ccccc3s2)c1=O	u	7.9µM*	u	-93%[inhibitor]
CC(=O)c1cccc(NC(=O)CSc2nc(=O)n(Cc3cccnc3)c3c2CCC3)c1	-5%	-12%	-1.9%	18%[10.9 µM]
CCOc1ccccc1NC(=O)CCSc1nc2n[nH]c(C)c2c(=N)n1-c1ccccc1Cl	-3%	-4%	2.0%	-30%[inhibitor]
COc1ccc2c(Sc3ccccc3)c(C(=O)NCC(C)c3ccccc3)[nH]c2c1 (configuration not stated)	-2%	-16%	-2.2%	-12%[10.9 µM]
CSc1nc(C)c2cc(C)oc2n1	-13%	11%	u	x
O=C(Cn1cnnn1)Nc1ccccc1Cc1ccccc1	10%	3%	0.6%	-7%
COc1cc(-c2cccs2)cc(=O)c2c(C)oc(C)c12	7%	-4%	u	7%
CCCCCCCCCC(=O)N/N=C(\C)c1cccnc1	-5%	-6%	x	x
COc1ccc(Oc2nc3c(c(=O)n(C)c(=O)n3C)n2Cc2ccc(Cl)cc2Cl)cc1	14%	0%	u	-7%[10.9 µM]
CCOC(=O)c1ccc2[nH]c(CSc3nnc(-c4cccc(F)c4)n3C)cc(=O)c2c1	2%	1%	-1.4%	3%[10.9 µM]
O=c1[nH]c(CN2CCN(c3ccccc3)CC2)nc2ccccc12	-8%	12%	0.4%	-8%
CCCCN(CCCNC(=O)C1CCN(S(=O)(=O)CC)CC1)c1ccccc1	9%	-5%	-0.7%	1%
CC1(C)CC(n2c(=S)[nH]c3ccccc3c2=O)CCO1 (configuration not stated)	-1%	10%	1.4%	-9%

Looked up above.
`O=C(Cn1cnnn1)Nc1ccccc1Cc1ccccc1` in p53ts 32C kill has 10%
`COc1ccc(Oc2nc3c(c(=O)n(C)c(=O)n3C)n2Cc2ccc(Cl)cc2Cl)cc1` in p53ts 32C kill has 14%
`COc1ccc2c(Sc3ccccc3)c(C(=O)NCC(C)c3ccccc3)[nH]c2c1` (configuration not stated) in IkB signaling has -2.2%
`COc1cc(-c2cccs2)cc(=O)c2c(C)oc(C)c12` in p53ts 32C kill has 7%
`CC(=O)c1cccc(NC(=O)CSc2nc(=O)n(Cc3cccnc3)c3c2CCC3)c1` in p53ts 32C kill has -5%
`CCOc1ccccc1NC(=O)CCSc1nc2n[nH]c(C)c2c(=N)n1-c1ccccc1Cl` in p53ts 39C kill has -4%

2 compounds from above, showing only p53ts 39C kill, IkB signaling and Peg3 imprint.
canonical_smiles,p53ts 39C kill,IkB signaling,Peg3 imprint
CSc1nc(C)c2cc(C)oc2n1,11%,u,x
O=C(Cn1cnnn1)Nc1ccccc1Cc1ccccc1,3%,0.6%,-7%

(next part)
SMILES	p53ts 32C kill	p53ts 39C kill	IkB signaling	Peg3 imprint
COc1ccc(Cn2c(SCC(N)=O)nc3c(sc4ccccc43)c2=O)cc1	-9%	13µM*	u	11%[10.9 µM]
CCOC(=O)C1CCCN(S(=O)(=O)c2csc(C(N)=O)c2)C1 (configuration not stated)	3%	-11%	-3.3%	-13%[10.9 µM]
Cc1ccc(-c2nnc(Nc3ccc(C(=O)N(C)C)cc3)c3ccccc23)cc1S(=O)(=O)NCC1CCCO1 (configuration not stated)	37%[activator]	13%	x	x
CCc1c(C)sc2c1CCN(C(=O)Nc1cc(C)ccc1OC)C2c1ccc(F)cc1 (configuration not stated)	0%	0%	0.7%	-24%[10.9 µM]
CC(C)CN1C(=O)c2ccc(C(=O)Nc3nccs3)cc2C1=O	-8%	2%	5.7%	-3%
COCCCNCC(=O)Nc1ccc(OC(F)(F)F)cc1	5%	-10%	-0.3%	x
COc1ccc(N2CCN(C(=O)C(Cc3ccccc3)n3cccc3)CC2)cc1 (configuration not stated)	35%[activator]	13%	5.4%	-15%
COc1ccc(-c2nnc(SCC(=O)N3CCC(Cc4ccccc4)CC3)o2)cc1OC	-10%	6%	1.7%	5%
O=S(=O)(c1ccc(-n2cnnn2)cc1)N1CCN(c2ccccc2F)CC1	4%	1%	1.1%	-14%[10.9 µM]
COC(=O)c1ccc2[nH]c(C)c(CN3CCCC3)c(=O)c2c1	9%	7%	0.5%	-13%
Cc1cc(S(=O)(=O)Nc2cc3c(cc2C)n(C)c(=O)c(=O)n3C)ccc1F	1%	-17%	-1.4%	-6%[10.9 µM]
Cc1ccc(C)c(N2CCN(C(=O)CN3C(=O)c4ccccc4C3=O)CC2)c1	-4%	0%	4.5%	8%
O=C(C1CC=CCC1)N1CCN(C(=O)C2CC=CCC2)CC1 (configuration not stated)	-12%	-3%	x	x
O=C(CN1C(=O)COc2ccccc21)N(Cc1ccc2c(c1)OCO2)CC1CCCO1 (configuration not stated)	2%	17%	-0.1%	-1%
COC(=O)c1ccc(C(NC(=O)OCc2ccccc2)/C(=C/[C@@H](C)C(=O)NCc2nc3ccccc3s2)c2cccnc2)cc1 (some centres not stated)	10%	-2%	x	-15%
COc1cccc(CNC(=O)Cc2c(C(=O)O)c(C)cn2C)c1	8%	1%	0.9%	-10%[10.9 µM]
COc1ccc(-c2nn(C)c3sc(C(=O)N4CCN(c5cccc(C)c5C)CC4)cc23)cc1OC	26%	19%	-2.1%	5%[10.9 µM]
Cc1ccc(C2c3c(oc4ccccc4c3=O)C(=O)N2c2ccc(C)cn2)cc1 (configuration not stated)	3%	5%	0.8%	-6%[10.9 µM]
O=S(=O)(c1cccc2ccccc12)N1CCSC1	-2%	-1%	-1.8%	-8%
CC(C)c1ccc2oc(-c3cccc(NC(=O)c4ccc5c(c4)OCCO5)c3)nc2c1	u	10µM*	u	-11%[10.9 µM]
O=c1c(-c2ccc(F)cc2)nc2cnc(N3CCNCC3)nc2n1Cc1ccc(F)cc1	23%	u	-3.5%[11.4 µM]	-56%[inhibitor]
COc1ccc(CCNS(=O)(=O)c2cccc(F)c2)cc1OC	-3%	8%	1.7%	-10%
COc1cccc(CNC(=O)c2ccc3c(c2)nc2n3CCOC2)c1OC	-5%	-12%	-0.4%	3%[10.9 µM]
COC(=O)Oc1nsnc1N1CCOCC1	3%	6%	u	-8%
CCc1cccc(OCCCCNCCOC)c1	-13%	4%	0.9%	-4%
CCN1CCN(C(=O)c2ccc3c(c2)N(Cc2cc(C)ccc2C)C(=O)c2ccccc2S3(=O)=O)CC1	4%	-2%	u	-10%[10.9 µM]
O=C(Nc1ccc(F)c(Cl)c1)C1CCN(S(=O)(=O)c2ccc3c(c2)CCCN3C(=O)C2CCC2)CC1	-1%	-11%	-0.4%	-13%[10.9 µM]
COc1ccccc1C(=O)NCc1ccc2c(c1)CCN2C(=O)c1cccc(C)c1	-4%	-7%	-1.9%	-11%[10.9 µM]
Cc1ccc(-c2nnn(CC(=O)N(c3ccc(F)cc3)C(C(=O)NC(C)(C)C)c3ccco3)n2)o1 (configuration not stated)	-8%	3%	x	x
COC(=O)[C@]1(C)CCC(c2ccc(C)cc2)=C(CC(=O)O)C1	0%[9.22 µM]	1%[9.22 µM]	3.0%[11.4 µM]	-8%[10.9 µM]
COc1ccc(C2CC(c3cccs3)n3nc(N)nc3N2)cc1 (configuration not stated)	0%	2%	-3.4%	-3%
CCOc1cc(C2C(C(=O)Nc3ccccc3)=C(C)Nc3ncnn32)cc(Br)c1O (configuration not stated)	7%	-5%	4.1%	-13%[10.9 µM]
CCOc1ccc(NC(=O)c2oc3ccccc3c2NC(=O)c2c(F)cccc2F)cc1	4%	8%	u	-19%[10.9 µM]
CNc1ncncc1-c1ccccc1OC	6%	6%	0.4%[11.4 µM]	-9%
CCc1ccccc1NC(=O)CCCN1C(=O)CCn2nc(-c3cn(C)c4ccccc34)cc21	1%	2%	-0.6%	4%[10.9 µM]
O=C(Cc1ccccc1)NCCCN1CCN(CCCNC(=O)Cc2ccccc2)CC1	10%	13%	-0.9%	-9%
CSc1cccc(NC(=O)C2CCN(c3nc4ccccc4[nH]3)CC2)c1	-3%	-3%	u	4%[10.9 µM]
CC(=O)c1c(C)nn(CCC(=O)O)c1C	5%	10%	2.8%	9%
CCc1ccccc1-n1c(SCC(=O)NC)nnc1-c1cccnc1	0%	10%	0.1%	-11%
Cc1cc(O)c(CN2CCN(c3ccccc3)CC2)c2oc(=O)cc(C)c12	-4%	-5%	-0.1%	-14%[10.9 µM]
CCn1c(NCc2cccc(Cl)c2)nc2ccccc21	-11%	-24%	u	-7%[10.9 µM]
CN(C)CCCNC(=O)c1ccc(-c2ccccc2)cc1	-13%	-10%	-3.3%	4%
COc1ccc(NC(=O)Nc2nnc(SCC(=O)Nc3cccc(C)c3C)s2)cc1	-3%	u	1.3%	11%[10.9 µM]
CC(=O)Nc1ccc(-c2nnc(SCC(=O)n3c4c(c5ccccc53)CCCC4)n2C)cc1	5%	2%	-3.1%	-11%
CC(=O)Nc1c(C(=O)O)oc2ccc(Cl)cc12	-1%	4%	1.9%	-3%
COc1ccc2c(=O)cc(C(F)(F)C(F)(F)F)oc2c1	-1%	16%	-0.7%	4%
Cc1cccc(NCc2ccccc2O)c1	2%	-18%	5.5%	-5%
COc1cc2c(cc1OC)CN(Cc1nc3ccsc3c(=O)[nH]1)CC2	-16%	11%	3.4%	1%
Cc1cnc(NC(=O)CN(C)S(=O)(=O)c2ccc(Cl)cc2)s1	16%	3%	-1.4%	-12%
CC1CCN(CCCNC(=O)c2cc3sccc3n2C)CC1	-14%	-26%	1.3%	-3%
COc1ccc2c(c1)-c1nc(NC(=O)c3ccc(C)cc3)sc1CC2	u	u	u	-4%[10.9 µM]
CS(=O)(=O)N(CC(=O)N1CCCCCC1)c1ccccc1	3%	-5%	-0.4%	2%
CCOC(=O)N1CCN(C(=O)c2ccc(Cn3c(=S)[nH]c4cc5c(cc4c3=O)OCO5)cc2)CC1	18%	16%	u	-34%[inhibitor]
NC(=O)c1ccc(N2CCCCC2)c(N2C(=O)C3C4C=CC(C4)C3C2=O)c1 (configuration not stated)	4%	-2%	-0.4%	u
Cc1cc2c(nc1C)CCCN2C[C@H](C)O/N=C\[C@@H](C)[C@H](OCc1ccccc1)C(C)C	-5%[9.22 µM]	-1%[9.22 µM]	x	x
Cn1c(=O)oc2cc(S(=O)(=O)N3CCCC(C(=O)N4CCn5c4nc4ccccc45)C3)ccc21 (configuration not stated)	-2%	-13%	-0.9%	-18%
COCC(=O)n1nc(NCc2ccc(OC)cc2)nc1NCc1ccc(OC)cc1	-10%	0%	3.4%	-11%
CCN(CC)S(=O)(=O)c1cc(-c2nnc(-c3ccc(Br)cc3)o2)ccc1Br	1%	16%	x	x
Cc1cc(C)c2cc(C(O)c3nnnn3Cc3ccccc3)c(=O)[nH]c2c1 (configuration not stated)	-7%	8%	3.7%	x
COc1ccc(CNC(=O)CSc2ncc3c(n2)-c2cc(Cl)ccc2N(C)S3(=O)=O)cc1	4%	0%	-2.2%	14%[10.9 µM]
Cc1[nH]c2ccc(C(=O)NCCc3ccccc3Cl)cc2c1C	-4%	-19%	3.5%	-3%[10.9 µM]
